GSIS activator = GLuc luminescence reporter in INS-1E cells, primary screen for activators of glucose-dependent secretion of insulin. INS-1E GLuc reporter insulin secretion, 2-3 h. activation, % at 16.6 µM. actives 0.61% (n = 370,000). AID 743287;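 active means lowest replicate activation of at least 40%, so every replicate reaches that level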;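 further: 0% = median of neutral control wells and 100% = median of IBMX positive control wells; some compounds called inactive have numbers as strong as hits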
RAD52 inh = RAD52 (human) annealing inhibition. P43351. recombinant RAD52 DNA annealing, FRET fluorescence. inhibition, % at 18.7 µM. actives 0.46% (n = 360,000);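 active means every replicate showing at least 50% inhibition; inconclusive means mean inhibition at least 50% but not in every replicate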
E-selectin induc = induces E-selectin expression in human endothelial cells. P16581. HUVEC E-selectin immunofluorescence imaging; normalized: neutral wells 0, TNF-alpha wells 100. activation, % at 7.58 µM. actives 0.37% (n = 260,000);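 active means mean E-selectin-positive cell signal at least 10% of the positive control, reached in at least 60% of replicates, without over 20% cell loss; inconclusive means no rule given, readout overlaps actives, possibly toxicity-flagged; inactive means the rest, including those meeting only one limit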;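 further: in these data hits start at about 27%; measured in HUVEC primary endothelial cells; signal is the percent of cells scored E-selectin positive by PE staining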
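Assay system: HUVEC, human umbilical vein endothelial cells / Amount: 3,000 HUVEC/well / Controls: TNF-alpha positive control, DMSO neutral control / Compound dosing: single concentration / Medium: EGM-2 over gelatin coat / Evaluation: percent E-selectin-positive cells / Signal: immunofluorescence imaging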
RAD54 branch = RAD54 (human) branch migration inhibition. inhibition, % at 10.4 µM. RAD54 Holliday junction branch migration, FAM/BHQ fluorescence. Q92698. actives 0.14% (n = 360,000);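 active means mean normalized replicate activity at least 40 and at least half of replicates scoring 40 or more; inconclusive means only one of the two criteria met; inactive means mean below 40 and under half of replicates reaching 40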;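 further: 0% = median of neutral control wells and 100% = median of positive control wells; inhibitors cause a drop in the FAM fluorescence signal; in these data hits start at about 50%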
Target sequence (Q92698 whole entry, looked up): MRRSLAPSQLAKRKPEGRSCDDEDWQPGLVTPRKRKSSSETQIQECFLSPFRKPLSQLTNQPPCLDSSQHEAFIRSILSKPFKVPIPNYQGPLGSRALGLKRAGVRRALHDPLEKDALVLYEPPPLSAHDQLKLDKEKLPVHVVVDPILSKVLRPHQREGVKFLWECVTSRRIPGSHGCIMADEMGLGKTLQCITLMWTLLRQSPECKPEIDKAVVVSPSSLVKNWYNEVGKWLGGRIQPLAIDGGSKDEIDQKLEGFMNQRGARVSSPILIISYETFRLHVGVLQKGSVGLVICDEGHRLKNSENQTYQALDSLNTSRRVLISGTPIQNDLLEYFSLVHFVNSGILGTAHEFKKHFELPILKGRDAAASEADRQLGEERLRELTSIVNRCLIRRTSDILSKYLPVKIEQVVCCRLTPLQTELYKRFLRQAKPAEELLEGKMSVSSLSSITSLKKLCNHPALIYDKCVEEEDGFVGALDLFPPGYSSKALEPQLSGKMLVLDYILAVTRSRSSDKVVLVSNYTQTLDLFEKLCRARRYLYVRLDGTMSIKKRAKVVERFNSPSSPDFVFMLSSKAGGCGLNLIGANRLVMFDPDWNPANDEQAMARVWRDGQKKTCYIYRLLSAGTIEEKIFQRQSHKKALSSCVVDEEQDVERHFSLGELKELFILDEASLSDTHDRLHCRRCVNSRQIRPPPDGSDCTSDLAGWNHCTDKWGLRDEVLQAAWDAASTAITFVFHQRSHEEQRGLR
DENV2 CPE = inhibitors of DENV2 cytopathic effect; DENV2-infected cells, cytopathic effect rescue, plate reader; CPE inhibition, % at 9.99 µM; actives 1.7% (n = 350,000); AID 651640; in the data active means CPE inhibition above about 20%, passing the limit was not always enough; inconclusive means no clear call, values can overlap the other calls; tested in BHK-21 cells;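 further: 0% = median of neutral control wells and 100% = median of positive control wells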
CASP6 VEID inh = inhibitors of human caspase-6 | purified caspase-6, Z-VEID-R110 cleavage fluorescence | inhibition, % at 12.5 µM | actives 0.53% (n = 350,000);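 active means mean inhibition across replicates at least about 35%, with every replicate also reaching that limit, limit read from the data; inconclusive means only one of the two criteria met; inactive means neither criterion met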;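 further: 0% = median of neutral control wells and 100% = no fluorescence left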
Target sequence (P55212 24-179 limits assumed): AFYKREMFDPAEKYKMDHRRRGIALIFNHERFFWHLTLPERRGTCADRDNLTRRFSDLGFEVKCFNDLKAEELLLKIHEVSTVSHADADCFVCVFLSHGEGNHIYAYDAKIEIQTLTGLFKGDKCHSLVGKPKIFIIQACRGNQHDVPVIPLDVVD
Target sequence (P55212 194-293 limits assumed): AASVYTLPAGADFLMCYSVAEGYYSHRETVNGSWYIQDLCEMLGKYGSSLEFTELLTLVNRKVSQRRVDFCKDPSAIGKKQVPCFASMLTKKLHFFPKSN
F508del corr = CFTR F508del correction in bronchial cells; activity (quench increase), % at 7.58 µM; actives 0.36% (n = 350,000); CFBE cells, YFP halide quenching; stimulated with forskolin plus potentiator P3; % fluorescence drop versus neutral controls;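 active means mean added fluorescence quench of at least 8% versus neutral control, with both replicates also reaching 8%; inconclusive means only one of the mean or replicate conditions met; inactive means mean below 8% and not both replicates reaching 8%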;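 further: cells transiently co-express mutant CFTR-F508del with the halide-sensitive YFP; corrector assay measuring rescue of mutant channel to the surface after 24 h compound exposure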
XiGFP reactiv = reactivates the inactive X chromosome in mouse fibroblasts; activation, % at 7.58 µM; actives 0.055% (n = 360,000); XiGFP mouse fibroblasts, % GFP-positive cells imaging, 3 d; cells co-treated with 5-aza-dC sensitizer; scaled so ellipticine positive control = 100%;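 active means mean normalized replicate activation at least 10% and every replicate at or above 10%; inconclusive means only one of the two criteria met; inactive means mean below 10% and not all replicates reach 10%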;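 further: 0% = median of on-plate neutral control wells and 100% = ellipticine 6 µM median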
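Assay system: SV40-immortalized XiGFP fibroblast cells, line 68-5-11; buffer or medium: DMEM plus 5-aza-dC sensitizer; compound: one concentration, pinned; timing: compounds 3 days, fix/stain 15 min at room temperature; benchmarks: positive control ellipticine, 6 µM final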
* = called active by the depositor; ? = inconclusive; . = no result given; & = joins results of further samples.

SMILES	GSIS activator	RAD52 inh	E-selectin induc	RAD54 branch	DENV2 CPE	CASP6 VEID inh	F508del corr	XiGFP reactiv
O=C(OCc1ccccc1)N1CCOCCOCCN(C(=O)OCc2ccccc2)CCOCCOCC1	-38	1	.	-6	2	2	2.9	.
CCN(CC)c1ccc(/C=C2\SC(N)=NC2=O)cc1	.	-109	.	-17	4	2	.	0.0
CCOC(=O)c1sc2nc(OCc3cccnc3)cc(C)c2c1N	4	10	0.0	.	14	30	1.5	0.1
C[C@H](CO)N1C[C@H](C)[C@@H](CN(C)Cc2ccncc2)Oc2cc(C3=CCCCC3)ccc2S1(=O)=O	3	-6	-0.1	0	-7	0	-4.9	-0.2
CC1CCN(S(=O)(=O)c2ccc(NC(=O)CNC3CCCCC3)cc2)CC1	-3	4	-0.1	-8	1	4	-0.2	0.1
CC(=O)N(C)C[C@@H]1Oc2cc(C3=CCCCC3)ccc2S(=O)(=O)N([C@H](C)CO)C[C@@H]1C	0	.	-0.6	.	.	.	-2.7	-0.7
CC=Cc1ccc2n(c1=O)C[C@H]1[C@H](CO)[C@@H](C(=O)NCCCN(C)C)[C@@H]2N1Cc1nccs1 (mixture of isomers)	12	10	0.0	.	-4	0	-4.1	0.7
CO[C@H]1CN(C)C(=O)c2ccc(NC(C)=O)cc2OC[C@@H](C)N(C(=O)C2CCC2)C[C@H]1C	3	-34	0.1	5	6	2	-0.7	0.3
Cc1ccc2[nH]c(=O)c(Cc3ccccc3)c(O)c2c1	-9	-13	.	-27	6	2	-0.5	0.0
O=S(=O)(NC1CCC(NS(=O)(=O)c2c(F)cccc2F)CC1)c1ccc2c(c1)OCCO2 (configuration not stated)	10	-5	0.1	0	-7	-1	1.2	-0.4
Cc1ccc(Nc2nc(NCCCN3CCOCC3)nc(N)c2[N+](=O)[O-])cc1	14	13	.	7	17	-2	-1.5	0.1
O=C(CN(Cc1cccs1)C(=O)CNS(=O)(=O)c1ccccc1)NC1CCCC1	0	-20	.	.	-2	0	2.0	0.1
C[C@H](CO)N1C[C@H](C)[C@@H](CN(C)CC2CCCCC2)Oc2c(NS(=O)(=O)c3ccc(Cl)cc3)cccc2C1=O	0	14	-3.7	-1	3	0	1.4	-1.4
O=C(CSc1nnc(NC(=O)c2c(F)cccc2F)s1)NCC1CCCO1 (configuration not stated)	3	-9	.	-2	-4	-4	-1.8	0.0
COc1ccc2c3c([nH]c2c1)[C@H](CO)NCC31CCN(Cc2ccccc2)CC1	-20	.	0.0	.	7	.	3.2	0.2
C[C@@H]1CN([C@@H](C)CO)C(=O)Cc2cc(NC(=O)Nc3ccccc3)ccc2O[C@H]1CN(C)Cc1ccc(Oc2ccccc2)cc1	2	30	1.1	-3	-14	0	0.0	0.0
O=C(Nc1ccc(Oc2ccccc2)cc1)c1csc([C@@H]2O[C@H](CO)[C@H](O)[C@H](O)[C@H]2O)n1	-1	-7	-0.2	-5	-4	4	0.6	-0.1
COc1ccc(S(=O)(=O)Nc2ccc3c(c2)n(C)c(=O)n3C)cc1C	2	-16	.	.	-2	-1	1.0	0.0
O=C(CC(F)(F)F)N1C[C@H]2[C@@H](c3ccccc31)[C@H](CO)N2C(=O)C1CCCC1	5	-1	0.0	-1	-4	2	-1.1	0.0
O=C(C[C@H]1C[C@@H]2c3cc(NS(=O)(=O)c4ccccc4)ccc3O[C@@H]2[C@@H](CO)O1)NCC1CC1	-13	6	-0.2	2	-7	1	2.0	0.3
CC(C)NC(=O)N(C)C[C@H]1Oc2cc(-c3ccccc3)ccc2S(=O)(=O)N([C@H](C)CO)C[C@H]1C	-9	-4	0.2	1	2	0	-0.9	-0.7
CCOc1ccc(CNC(=O)CCCc2cn(C)c3ccccc23)cc1OC	-16	-4	-1.5	1	-2	-1	1.8	-0.1
Nc1ccc(Cc2nc3c(ccc4ccccc43)[nH]2)cc1	.	-5	.	0	19	6	-1.3	.
COc1cc2c(=O)c(-c3ccc(O)cc3)coc2cc1OC1OC(CO)C(O)C(O)C1O (configuration not stated)	0	-8	-0.4	-8	?	-2	-0.6	0.1
CC(C)NC(=O)N(C)C[C@H]1Oc2ccc(NS(=O)(=O)c3ccccc3)cc2CC(=O)N([C@H](C)CO)C[C@@H]1C	6	3	-1.1	-1	?	-2	0.4	0.0
CN1C(=O)C(C)(C)c2cc(S(=O)(=O)N3CCCC(C(=O)Nc4ccc(Cl)cc4)C3)ccc21 (configuration not stated)	-16	-32	0.0	8	-5	-2	4.2	0.2
CCOC(=O)c1c(NC(=O)COC(=O)C2CCC2)sc(C(=O)N(C)C)c1C	22	1	0.1	-11	-12	-4	0.5	-0.3
O=C1CSC(=S)N1N=Cc1ccc2c(c1)OCO2	1	-15	-0.3	.	-2	3	5.3	0.4
CCOc1cc(-c2noc(CCC(=O)NCC3CCCO3)n2)ccc1OC (configuration not stated)	2	-13	1.1	-4	-5	-5	-1.0	0.1
O=C(O)c1nn(Cc2csc(-c3ccccc3)n2)c(=O)c2ccccc12	29	-5	-0.1	7	-2	1	2.8	0.2

The list goes on, starting with the last 4 of the part before.
SMILES	GSIS activator	RAD52 inh	E-selectin induc	RAD54 branch	DENV2 CPE	CASP6 VEID inh	F508del corr	XiGFP reactiv
CCOC(=O)c1c(NC(=O)COC(=O)C2CCC2)sc(C(=O)N(C)C)c1C	22	1	0.1	-11	-12	-4	0.5	-0.3
O=C1CSC(=S)N1N=Cc1ccc2c(c1)OCO2	1	-15	-0.3	.	-2	3	5.3	0.4
CCOc1cc(-c2noc(CCC(=O)NCC3CCCO3)n2)ccc1OC (configuration not stated)	2	-13	1.1	-4	-5	-5	-1.0	0.1
O=C(O)c1nn(Cc2csc(-c3ccccc3)n2)c(=O)c2ccccc12	29	-5	-0.1	7	-2	1	2.8	0.2
CCc1ccc(C(C)NC(=O)COC(=O)c2ccc(-n3cnnn3)cc2)cc1 (configuration not stated)	-1	-20	-0.4	3	-4	0	-0.1	0.1
COc1ccc(/C=C/C(=O)NCCc2nc3ccccc3[nH]2)cc1	-11	2	0.3	0	10	0	-2.7	0.3
C[C@H](CO)N1C[C@H](C)[C@H](CN(C)Cc2cccc(C(=O)O)c2)Oc2ncc(C#CCN(C)C)cc2C1=O	3	-1	.	-8	-3	-1	2.1	0.1
CCOc1ccc(CN(C)C(=O)CNC(=O)c2sc3ccccc3c2Cl)cc1	.	-5	.	5	15	1	-0.6	0.3
O=C(COc1ccc(Br)cc1)NNC(=O)c1cc(S(=O)(=O)N2CCOCC2)ccc1Cl	-6	8	.	6	-6	4	1.6	-0.2
COc1cccc(NC(=O)N(C)C[C@@H]2OCc3ccccc3-c3c(n(C)c4ccccc34)C(=O)N([C@H](C)CO)C[C@H]2C)c1	-9	11	-0.4	1	-1	1	0.2	-1.0
COc1cccc(NC(=O)CC2C(=O)NC3CCCCC3N2C(=O)c2ccccc2)c1 (configuration not stated)	3	-4	0.1	4	1	2	1.0	0.2
CCOC(=O)C1(CCOc2ccccc2)CCN(Cc2cccc(OCCO)c2)CC1	-3	-9	0.4	1	17	1	1.0	0.2
COc1ccc(CN(C)C[C@H]2Oc3ccc(NC(=O)Nc4ccc5c(c4)OCO5)cc3C(=O)N([C@H](C)CO)C[C@@H]2C)cc1	9	2	0.6	15	-3	4	-4.2	0.2
CCCCNC1=NCCS1	.	-13	1.4	.	0	-2	-2.0	-0.2

3 of these compounds in a different format:
canonical_smiles | GSIS activator | RAD52 inh | E-selectin induc | RAD54 branch | DENV2 CPE | CASP6 VEID inh | F508del corr | XiGFP reactiv
CC(=O)N(C)C[C@@H]1Oc2cc(C3=CCCCC3)ccc2S(=O)(=O)N([C@H](C)CO)C[C@@H]1C | 0 | . | -0.6 | . | . | . | -2.7 | -0.7
CC=Cc1ccc2n(c1=O)C[C@H]1[C@H](CO)[C@@H](C(=O)NCCCN(C)C)[C@@H]2N1Cc1nccs1 (mixture of isomers) | 12 | 10 | 0.0 | . | -4 | 0 | -4.1 | 0.7
CO[C@H]1CN(C)C(=O)c2ccc(NC(C)=O)cc2OC[C@@H](C)N(C(=O)C2CCC2)C[C@H]1C | 3 | -34 | 0.1 | 5 | 6 | 2 | -0.7 | 0.3

(more compounds)
SMILES	GSIS activator	RAD52 inh	E-selectin induc	RAD54 branch	DENV2 CPE	CASP6 VEID inh	F508del corr	XiGFP reactiv
COc1ccc(N2C(=O)NC(NC(=O)c3cccnc3)(C(F)(F)F)C2=O)cc1 (configuration not stated)	0	-12	2.8	0	3	0	-0.1	0.3
C[C@H]1CCCCO[C@@H](CN(C)C(=O)NC2CCCCC2)[C@@H](C)CN([C@@H](C)CO)C(=O)c2cc(NC(=O)Cc3ccccc3)ccc2O1	9&-16	2&-23	0.1	15&11	-5&-1	5&4	0.9&2.6	0.2&0.1
CC(C)C[C@H](NC(=O)N1CCn2c1nc1ccccc12)C(=O)NC1CC1	-15	-12	.	-3	7	-1	1.1	0.0
COC(=O)C(C)NC(=O)C1CCCN1C(=O)CNC(=O)OCc1ccccc1 (configuration not stated)	-8	-1	-0.3	-4	4	1	-0.4	0.1
C#CCOCCOCCOCCNc1nc(N2CCN(C(=O)Cn3cc(CCO)nn3)CC2)nc(N2CCN(C(=O)Cn3cc(CCCCN)nn3)CC2)n1	6	5	-0.1	0	-11	-65	1.1	-0.2
O=C(O)Cc1c(-c2ccccc2)c2cc(Cl)ccc2[nH]c1=O	-21	-20	-0.1	.	5	-3	-0.7	0.0
CCC(C)(C)NC(=O)C(Sc1ccccc1)c1ccccc1 (configuration not stated)	-8	-6	.	.	-4	2	0.0	0.3
CCOC(=O)c1c(C)[nH]c(N=Nc2ccc(OC)cc2)c1C	-13	4	1.9	.	-8	-4	2.1	?
COc1cccc(-c2cnc(C(O)c3ccc(C)cc3)[nH]2)c1 (configuration not stated)	-6	-22	0.0	-1	0	2	3.0	0.3
CCC(c1nnnn1Cc1ccccc1)N1CCN(C/C=C/c2ccccc2)CC1 (configuration not stated)	-13	-14	-1.6	-2	1	-2	-1.6	.
C[C@H]1CN([C@@H](C)CO)C(=O)Cc2cc(NC(=O)c3ccncc3)ccc2O[C@H]1CN(C)C(=O)Nc1ccccc1	11	-13	2.4	-8	?	-1	-2.8	0.0
COc1ccc([C@H]2CC(=O)C=C(c3ccc4ccccc4c3)C2)cc1OC	4	-5	-0.2	5	7	2	1.1	0.0
CCOc1ncccc1C(=O)NCc1ccc(C)cc1	45*	-13	1.9	7	.	-3	.	-0.4
Cc1ccc(-c2cc(-c3ccccc3)no2)cc1	.	-9	0.3	0	-2	-3	2.2	-0.2
Cn1c(=O)[nH]c2c(nc(-c3ccc(Cl)cc3)n2C)c1=O	-8	-52	-0.2	-4	-1	-1	-0.5	0.0
CC(C)c1c(Cl)c(O)c(-c2ccccc2)c(=O)n1-c1ccc(F)cc1	-1	.	-0.3	.	.	.	-0.2	0.0
Cc1ccccc1Cn1nc(C)c(NC(=O)c2nc3n(n2)C(C(F)F)CC(C)N3)c1C (configuration not stated)	-11	-13	.	-14	.	1	.	.
CN(c1ccccc1)S(=O)(=O)c1cccc(NC(=O)CCNC(=O)c2ccco2)c1	.	-63	0.0	-10	-6	3	-2.2	0.0
